Screening data (PubChem BioAssay)
MEX-5 binding – C. elegans MEX-5 TCR-2 RNA binding activity; AID 1832; actives 0.38% (n = 300,000); Q9XUB2; MEX-5/FITC-TCR2 RNA binding, fluorescence polarization; active compounds read low; activity score (negative = inhibition of binding), % at 10 µM;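 active = inhibition past about -25% in most replicates, and total fluorescence under double the plate's negative control median, limit read from the data; inconclusive = replicates evenly split on the limit, or fluorescence at least double controls; inactive = too little inhibition in most replicates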;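 also: 0% = DMSO and -100% = 5 µM competing unlabeled TCR2 RNA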
Target sequence (Q9XUB2 whole entry, looked up): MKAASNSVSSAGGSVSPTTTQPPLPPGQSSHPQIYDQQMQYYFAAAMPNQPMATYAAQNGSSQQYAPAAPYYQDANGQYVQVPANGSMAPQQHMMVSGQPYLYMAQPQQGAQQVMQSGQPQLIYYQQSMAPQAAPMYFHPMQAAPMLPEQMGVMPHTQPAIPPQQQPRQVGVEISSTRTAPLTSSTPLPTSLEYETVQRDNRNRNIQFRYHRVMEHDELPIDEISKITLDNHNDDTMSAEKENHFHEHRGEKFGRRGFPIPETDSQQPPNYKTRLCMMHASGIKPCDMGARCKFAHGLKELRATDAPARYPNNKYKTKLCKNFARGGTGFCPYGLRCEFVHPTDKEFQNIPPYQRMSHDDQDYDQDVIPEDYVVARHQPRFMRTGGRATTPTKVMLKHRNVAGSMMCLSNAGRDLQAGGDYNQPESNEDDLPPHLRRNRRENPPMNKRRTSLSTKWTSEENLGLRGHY
GRK2 aptamer HTS – human GRK2 inhibition via aptamer displacement; actives 0.59% (n = 330,000); P25098; inhibition of aptamer binding, % at 10 µM; AID 488847; bead flow cytometry, FAM-aptamer displacement from GRK2;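 active = inhibition of aptamer binding above 40%, roughly 3 SD of noise, on plates passing a quality check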;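 also: median bead fluorescence of bound FAM aptamer so fluorescent compounds give negative values; no value below 0 was filed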
GLD-1 RNA inh – GLD-1-TGE RNA interaction inhibition (C. elegans); actives 0.44% (n = 320,000); purified GLD-1 + fluorescein TGE RNA, fluorescence polarization; inhibition, % at 5.96 µM; Q17339;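 active = percent inhibition above a per-plate cutoff, the plate mean of test compounds plus 3 SD, cut at about 30% in these data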;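 also: 0% = DMSO wells with GLD-1 and probe and 100% = wells lacking GLD-1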
VLA-4 inh – inhibition in a human VLA-4 binding assay; P13612; VLA-4 expressing cells, ligand binding flow cytometry; inhibition, % (about 7 µM as worked out from the volumes in the protocol); actives 0.2% (n = 330,000); in the data active = inhibition above about 50%
AGP1-GFP MLPCN – alters AGP1-GFP fluorescence in TOR pathway yeast screen; S. cerevisiae AGP1-GFP multiplex flow cytometry, 3 h; GFP as percent of DMSO wells; GFP response vs DMSO, % at 10 µM; actives 0.02% (n = 320,000); AID 2066;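 active = GFP response relative to DMSO above a set limit, near screen average plus 3 SD, cut at about 150% in these data; inconclusive = fewer than 70 cells counted for the yeast strain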;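 also: median GFP channel fluorescence of the gated AGP1 strain per well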
Fam108B counter – blocks mouse Fam108B hydrolase in RBBP9 counter-screen | recombinant Fam108B, FP-Rh probe fluorescence polarization | inhibition, % at 9.51 µM | actives 0.33% (n = 300,000) | AID 1947;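 active = inhibition above the screen mean inhibition plus 3 SD, computed separately per campaign, cut at about 18% in these data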;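 also: inhibitors lower polarization as less probe binds the enzyme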
BCLXL inh – blocks human Bcl-xL binding to Bim BH3 peptide; actives 0.7% (n = 320,000); inhibition, % at 10.9 µM; AID 2129; GST-Bcl-xL / FITC-Bim BH3 peptide fluorescence polarization; Q07817;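 active = inhibition above the mean of all tested compounds plus 3 SD, cutoff set per campaign, cut at about 30% in these data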;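 also: 0% = DMSO wells and 100% = unlabeled Bim-BH3 peptide competitor; inhibitors lower millipolarization by displacing the labeled peptide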
Target sequence (Q07817 whole entry, looked up): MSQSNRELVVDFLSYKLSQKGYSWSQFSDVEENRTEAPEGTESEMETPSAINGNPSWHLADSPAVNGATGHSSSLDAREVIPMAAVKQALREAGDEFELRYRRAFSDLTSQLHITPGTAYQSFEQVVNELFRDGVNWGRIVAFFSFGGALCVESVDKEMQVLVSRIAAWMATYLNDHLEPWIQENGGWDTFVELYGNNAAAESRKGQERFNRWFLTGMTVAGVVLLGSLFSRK
CIT2-GFP yeast – yeast TOR pathway CIT2-GFP modulation. GFP response vs DMSO, % at 10 µM. actives 0.065% (n = 320,000). AID 2029. S. cerevisiae CIT2-GFP strain, flow cytometry, 3 h; 100 means same as DMSO wells;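 active = GFP response relative to DMSO above a set limit, near the screen mean plus 3 SD, cut at about 150% in these data; inconclusive = Fewer than 70 cells measured for a yeast strain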;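 also: ratio of well median GFP fluorescence to mean of DMSO wells on the plate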
MCL1 BIM primary – inhibitors of human MCL1 binding to BIM-BH3 peptide; AID 2057; inhibition, % at 10.9 µM; actives 0.68% (n = 320,000); Q07820; GST-MCL1 / FITC-Bim-BH3 fluorescence polarization;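 active = inhibition above the mean inhibition of all tested compounds plus 3 SD, set per campaign, cut at about 40% in these data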;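 also: 0% = DMSO wells and 100% = unlabeled Bim-BH3 peptide control; higher means more loss of mP so more displacement of Bim peptide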
Target sequence (Q07820 whole entry, looked up): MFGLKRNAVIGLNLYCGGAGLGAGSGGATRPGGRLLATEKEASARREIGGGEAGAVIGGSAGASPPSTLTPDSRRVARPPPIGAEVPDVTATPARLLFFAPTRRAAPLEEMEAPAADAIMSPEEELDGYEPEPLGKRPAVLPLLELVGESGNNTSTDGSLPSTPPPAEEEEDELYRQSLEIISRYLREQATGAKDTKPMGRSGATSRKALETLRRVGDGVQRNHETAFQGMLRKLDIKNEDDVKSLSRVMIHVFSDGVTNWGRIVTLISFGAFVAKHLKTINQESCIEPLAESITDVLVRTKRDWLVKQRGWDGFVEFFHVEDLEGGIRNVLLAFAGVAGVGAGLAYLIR
Starred values were filed as active, the others as inactive; i = inactive; ? = inconclusive; nt = no result given.

A first look:
SMILES,MEX-5 binding,GRK2 aptamer HTS,GLD-1 RNA inh,VLA-4 inh,AGP1-GFP MLPCN,Fam108B counter,BCLXL inh,CIT2-GFP yeast,MCL1 BIM primary
C=CCn1c(COc2ccc(Cl)cc2)nnc1SCC(=O)N1CC(=O)Nc2ccccc21,-0.8,2.0,1.4,9.5,102.1,-0.2,6.0,90.3,1.6
Cc1csc2ncc(C(=O)NCc3ccccc3Cl)c(=O)n12,-3.3,3.0,6.9,-21.7,98.1,-2.1,0.1,91.4,1.0

Main list, previewed entries included:
SMILES,MEX-5 binding,GRK2 aptamer HTS,GLD-1 RNA inh,VLA-4 inh,AGP1-GFP MLPCN,Fam108B counter,BCLXL inh,CIT2-GFP yeast,MCL1 BIM primary
C=CCn1c(COc2ccc(Cl)cc2)nnc1SCC(=O)N1CC(=O)Nc2ccccc21,-0.8,2.0,1.4,9.5,102.1,-0.2,6.0,90.3,1.6
Cc1csc2ncc(C(=O)NCc3ccccc3Cl)c(=O)n12,-3.3,3.0,6.9,-21.7,98.1,-2.1,0.1,91.4,1.0
Cc1cccc2c1-c1sc(C(=O)N3CCc4ccccc4C3)cc1CO2,0.6,2.0,-2.9,-2.7,106.7,-6.7,3.5,102.7,-6.7
CCCCOCC(O)CCc1n[nH]c(=S)n1-c1ccccc1 (centres undefined),2.7,4.0,-1.6,-5.4,94.8,-4.0,-6.9,92.8,-13.7
CC(C)N(Cc1nc(-c2ccccc2)no1)C(=O)CCCN1C(=O)c2ccccc2C1=O,0.6,0.0,7.9,-37.6,100.3,3.8,4.8,94.3,-4.1
Cc1c(NC(=O)C(C)Oc2ncnc3ccccc23)c(=O)n(-c2ccccc2)n1C (centres undefined),0.2,0.0,-0.5,7.1,104.1,-0.8,2.5,109.3,-2.8
CCOc1ccc(S(=O)(=O)NCc2cccnc2)cc1,3.4,1.0,3.3,-34.8,96.6,-1.4,2.1,100.3,5.5
Cc1ccc(OCC(=O)Nc2ccc(N3CCOCC3)cc2)c([N+](=O)[O-])n1,0.3,0.0,7.7,-5.3,107.3,-0.2,-0.6,104.7,-7.7
COc1ccc(NS(=O)(=O)c2ccc(N3CCCC3=O)cc2)cn1,-0.8,0.0,-5.1,3.8,nt,-1.8,0.6,94.7,1.6
CC1(C)C(CO)=CC(=O)C2=C1SCC(=O)N2,4.0,3.0,2.7,7.7,92.0,-3.5,6.7,104.9,2.8
C=CCC1C=CCC(CC=C)N1C(=O)c1ccccc1[N+](=O)[O-] (centres undefined),1.9,0.0,6.6,-8.7,96.3,-1.9,4.2,99.9,8.6
Cc1cc2c(NC3CCCCC3)ncnc2s1,4.0,0.0,nt,0.0,101.3,nt,nt,107.0,nt
O=C1C=C(c2ccc(Cl)c(C(F)(F)F)c2)C[C@@H](c2ccc3c(c2)OCO3)C1,nt,0.0,-0.1,0.0,101.8,nt,3.8,96.2,8.8
Cc1cc2ccccn2c1C(=O)c1cccc([N+](=O)[O-])c1,2.5,3.0,3.2,9.3,111.4,5.4,6.7,103.0,5.6
Cc1ccccc1NC(=O)COC(=O)C1CC2CCCC(C1)C2=O (centres undefined),nt,0.0,5.9,-8.2,98.8,nt,0.3,98.5,6.9
CCN1CCN(c2ccc(Cl)cc2NC(=O)c2ccc(-n3nc(C)cc3C)cc2)CC1,nt,0.0,-3.4,15.0,102.5,nt,2.9,99.3,2.1
Cc1nc2ccccc2nc1CN1CCC(CO)(CC2CCCCO2)CC1 (centres undefined),-0.5,1.0,9.7,6.5,98.0,4.5,5.8,102.0,9.0
O=C(O)c1ccccc1C(=O)Nc1ccc(-n2ccc(C(F)(F)F)n2)cc1,0.3,0.0,-2.1,5.1,105.2,-0.4,2.3,96.5,-5.8
CC[n+]1ccc(C)c2cc(SC(F)(F)F)ccc21,-0.2,0.0,-7.1,11.8,100.0,1.7,4.5,108.5,5.4
Cc1ccc(CSc2ncnc3c2cnn3Cc2ccccc2)cc1C,-0.8,0.0,4.6,21.5,100.7,-0.7,7.3,104.7,5.8
Cc1sc(-n2c(C)cc(/C=C3\SC(=S)NC3=O)c2C)c(C#N)c1C,-1.9,6.0,-31.4,-46.2,101.4,7.5,-32.1,114.8,-56.2
COc1ccccc1-n1cnnc1SC1CCOC1=O (centres undefined),0.2,1.0,3.9,6.8,93.6,3.2,1.9,92.3,-7.8
CCCOC(=O)/C(=C\c1ccc([N+](=O)[O-])o1)NC(=O)c1ccccc1,1.0,3.0,-3.8,-3.4,96.4,-2.3,-7.2,91.2,-20.1
O=C1NCCCC1C(=O)N/N=C/c1ccc(Cl)cc1 (centres undefined),-1.0,1.0,2.8,-6.5,nt,4.3,0.0,nt,-4.8
COc1ccc(/C=C2\SC(=O)N(CCNC(=O)C3=COCCO3)C2=O)cc1,1.6,0.0,3.6,5.1,108.0,2.5,1.3,92.7,-9.2
Cc1ccc(NC(=O)c2ccc(F)cc2F)cc1,1.8,nt,1.4,nt,nt,0.0,3.1,nt,1.6
CCOc1ccc(NC(=S)NN2C(C)CCCC2C)cc1 (centres undefined),2.2,3.0,1.5,18.8,98.6,0.2,4.6,97.3,32.2
CCCCN(C)C1=CC2=CC(=C(C#N)C#N)CCC2CC1 (centres undefined),?,0.0,14.8,i,122.9,6.0,38.6*,207.1*,18.0
O=C(Nc1ccc2oc(=O)ccc2c1)c1ccc(-c2ccc(Cl)cc2)o1,-1.2,0.0,4.7,34.5,nt,-31.2,5.3,nt,1.7
O=c1cc(NCc2ccco2)[nH]c(=O)n1-c1ccc(Br)cc1,1.8,2.0,-4.0,-17.0,?,0.1,6.4,?,14.9
CCN(CC)S(=O)(=O)c1ccc(NC(=O)CCC2CCCCC2)cc1,2.6,0.0,7.7,35.6,104.6,-9.0,0.1,98.9,-3.0
S=c1[nH]nc([C@@H]2C[C@H]2c2ccccc2)n1-c1ccccc1,nt,1.0,-1.5,16.0,93.3,3.6,-7.2,97.2,-11.5
CC/C(=N\NC(=S)Nc1ccc(OC)cc1)c1ccc(OC(F)F)cc1,2.5,2.0,-4.0,15.5,93.9,0.8,1.9,92.4,4.4
O=C(Nc1cccc(S(=O)(=O)N2CCCCC2)c1)c1ccc2c(c1)OCO2,1.6,0.0,1.7,1.3,97.5,-5.7,-1.1,112.8,-5.6
CN(C)C1CCN(C(=O)c2cccc(OC3CCN(S(=O)(=O)N(C)C)CC3)c2)C1 (centres undefined),0.5,1.0,nt,3.8,85.2,nt,nt,109.2,nt
Cc1cc(S(=O)(=O)NC2CCCCC2)ccc1OCC(=O)NCC1CCCO1 (centres undefined),0.6,0.0,-3.7,2.5,112.0,-4.2,4.1,96.8,10.1
Cc1nnc(-c2cnn(C)c2N)n1Cc1ccc2c(c1)OCO2,0.2,0.0,-3.6,-3.6,108.3,-5.9,-3.2,92.3,0.0
COCCNC(=O)C12CC3CC(C1)CC(c1ccccc1)(C3)C2,1.8,1.0,-2.6,1.0,101.7,2.6,1.6,102.0,7.2
COC(=O)c1ccccc1NC(=O)CN1C(=O)c2ccccc2C1=O,0.0,0.0,-0.3,13.7,102.0,-0.4,6.1,85.7,13.1
COc1ccc(S(=O)(=O)N2CCN(C(=O)NCc3ccc(OC)c(OC)c3)CC2)cc1,1.0,1.0,9.9,22.1,100.1,-1.1,4.2,105.3,1.4
C[C@H](NC(=O)c1ccccc1Cl)C(=O)OCc1cn2cc(Cl)ccc2n1,-2.1,0.0,-2.8,-5.2,109.3,0.3,-10.1,99.5,-9.8
CC1CCCC(C)N1CCCNC(=O)C1CCCN(c2ncnc3c2nc2n3CCCCC2)C1 (centres undefined),-3.3,1.0,-8.0,-1.2,102.7,6.7,0.7,98.1,-6.0
O=C(CCn1c(=S)oc2ccccc21)Nc1cc([N+](=O)[O-])ccc1F,2.6,0.0,-1.2,-4.6,105.0,-4.0,2.4,99.2,1.0
CC[C@@]12C(=O)N(c3cccc(C)c3)C(=O)N1[C@H](c1ccc(OC)cc1)[C@@H]1C(=O)N(C(C)(C)C)C(=O)[C@@H]12,0.4,0.0,5.8,-17.6,84.0,-4.3,2.3,79.3,0.4
O=C(O)Cc1cn(Cc2cccc(Cl)c2)c2ccccc12,-2.0,1.0,4.1,8.2,93.5,2.9,9.4,87.3,-1.0
COCCN1C2=C(C(=O)CC(C)(C)C2)C(c2ccc(OC)c(OC)c2)C2=C1CC(C)(C)CC2=O,3.5,1.0,5.8,2.2,95.6,-1.7,2.4,103.2,2.7
c1ccc2c(CCNc3ncnc4nc[nH]c34)c[nH]c2c1,-8.7,4.0,0.3,5.5,93.5,-1.7,3.6,97.8,-8.8
Cc1cccc(N2CCN(C(=O)c3cc(S(=O)(=O)N4CCOCC4)cn3C)CC2)c1C,0.7,5.0,-7.9,20.3,102.3,3.6,1.4,101.6,0.3
O=C(OCc1cc2ccccc2[nH]c1=O)c1ccncc1,0.0,0.0,7.9,1.5,nt,-4.2,3.6,85.0,3.5
Cc1[nH]c2ccccc2c1C(c1ccccn1)c1c(C)[nH]c2ccccc12,-1.0,0.0,11.4,-4.7,102.2,4.3,11.1,99.3,8.8

(next part)
SMILES,MEX-5 binding,GRK2 aptamer HTS,GLD-1 RNA inh,VLA-4 inh,AGP1-GFP MLPCN,Fam108B counter,BCLXL inh,CIT2-GFP yeast,MCL1 BIM primary
O=C(c1ccc2nccnc2c1)N1CCCC(N2CCN(c3ccc(F)cc3)CC2)C1 (centres undefined),1.3,2.0,-4.5,3.0,101.3,-0.9,2.5,102.8,3.0
CCCOC(=O)c1ccc(NC(=O)c2cc(=O)[nH]c3ccccc23)cc1,1.5,1.0,3.2,7.2,102.6,-8.6,0.7,103.9,1.0
Cc1cc(O)c(/C=N/Nc2ccc(Cl)cc2)c(=O)o1,-1.9,1.0,3.0,-5.8,97.2,0.6,10.1,131.2,5.5
Cc1cccc(NC(=O)c2cc(NC(=O)C3CCCCC3C(=O)O)ccc2N2CCCCC2)c1 (centres undefined),nt,2.0,2.0,2.1,97.8,-0.2,7.3,98.2,-3.1
CNC(=O)c1ccsc1NC(=O)c1ccc(Cl)s1,-3.5,2.0,6.8,-21.4,94.9,-10.9,-2.2,107.3,-4.6
COc1ccc(NC(=O)CSc2nnnn2C)cc1,1.7,0.0,-0.9,-4.2,95.7,1.0,7.4,96.5,8.9
CC(C)[C@H](NC(=O)[C@H](Cc1ccccc1)n1c(=O)[nH]c2ccccc2c1=O)C(=O)N[C@@H](Cc1ccccc1)C(=O)O,-3.2,1.0,-3.1,-7.9,102.3,2.7,1.9,101.5,4.3
Cc1ccc(/C=N/NC(=O)CSc2nc3ccccc3c(=O)n2-c2ccccc2C)s1,2.3,0.0,3.6,10.5,98.5,2.4,4.8,99.5,3.0
CSC1=C(C#N)C(c2ccc(C)cc2)C2=C(CCCC2=O)N1 (centres undefined),-0.3,4.0,4.9,-2.9,104.9,-1.6,0.8,100.9,-1.2
CCc1cccc(C)c1Nc1nc2ccccc2n2cnnc12,37.4,0.0,-5.9,6.2,101.4,4.3,4.5,98.6,3.6

Random draw from the library; overall some 2.2% were active at least once.
